# EWS-Fli block = EWS/Fli-driven NR0B1 reporter inhibitors, primary screen, A673 cells, NR0B1 luciferase, luminescence, MLPCN library; viability-normalised; inhibition, % at 12.6 µM; actives 0.67% (n = 350,000); AID 651661, 2012;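 active means mean inhibition of at least 50% after viability correction, with every replicate also passing that limit; inconclusive means mean reaches 50% but only one of two replicates passes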;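 further: firefly luciferase signal divided by Alamar Blue viability fluorescence both relative to DMSO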
# E-sel inducer = E-selectin induction in HUVECs, primary screen, imaging, HUVEC, immunofluorescence imaging, single point; activation, % at 7.58 µM; actives 0.37% (n = 260,000); P16581; normalized: neutral wells 0, TNF-alpha wells 100;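 active means mean E-selectin-positive cell signal at least 10% of the positive control, reached in at least 60% of replicates, without over 20% cell loss; inconclusive means no rule given, readout overlaps actives, possibly toxicity-flagged; inactive means the rest, including those meeting only one limit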;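 further: in these data hits start at about 27%; measured in HUVEC primary endothelial cells; signal is the percent of cells scored E-selectin positive by PE staining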
# Target sequence (P16581 whole entry, looked up): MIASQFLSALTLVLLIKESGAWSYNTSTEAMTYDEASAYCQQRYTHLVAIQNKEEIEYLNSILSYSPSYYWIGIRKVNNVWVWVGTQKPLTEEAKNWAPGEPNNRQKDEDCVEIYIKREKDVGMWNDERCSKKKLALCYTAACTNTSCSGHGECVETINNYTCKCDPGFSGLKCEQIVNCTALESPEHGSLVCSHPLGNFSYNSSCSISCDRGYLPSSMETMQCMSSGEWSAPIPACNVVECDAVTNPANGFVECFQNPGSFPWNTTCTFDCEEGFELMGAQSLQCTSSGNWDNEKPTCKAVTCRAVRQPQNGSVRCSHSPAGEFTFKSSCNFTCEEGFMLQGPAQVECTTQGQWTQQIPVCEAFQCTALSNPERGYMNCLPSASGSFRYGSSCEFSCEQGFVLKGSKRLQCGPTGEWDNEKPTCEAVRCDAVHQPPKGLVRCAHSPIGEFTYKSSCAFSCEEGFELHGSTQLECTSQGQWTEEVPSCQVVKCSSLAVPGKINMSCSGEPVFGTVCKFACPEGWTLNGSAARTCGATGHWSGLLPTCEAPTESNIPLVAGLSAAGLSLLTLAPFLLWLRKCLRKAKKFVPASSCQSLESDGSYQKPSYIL
#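 Test system: HUVEC | Signal: Immunofluorescence imaging | Read-out: Percent E-selectin-positive cells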
# XiGFP reactiv = activators of inactive X chromosome reactivation, primary screen, imaging, XiGFP fibroblasts, GFP high-content imaging, set 2; AID 743238, 2013; activation, % at 7.58 µM; XiGFP mouse fibroblasts, % GFP-positive cells imaging, 3 d; cells co-treated with 5-aza-dC sensitizer; scaled so ellipticine positive control = 100%; actives 0.055% (n = 360,000);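 active means mean normalized replicate activation at least 10% and every replicate at or above 10%; inconclusive means only one of the two criteria met; inactive means mean below 10% and not all replicates reach 10%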;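 further: 0% = median of on-plate neutral control wells and 100% = ellipticine 6 µM median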
#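 Material: SV40-immortalized XiGFP fibroblast cells, line 68-5-11 | Buffer or medium: DMEM containing 5-aza-dC | Dosing: One concentration, pinned | Times: 3 d treatment, 15 min room-temperature fixation | Controls: Ellipticine 6 µM positive control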
# FN deposition inh = inhibitors of fibronectin matrix deposition, primary screen, AH1F cells, Alexa488-fibronectin fluorescence, plate reader; AH1F fibroblasts, overnight; inhibition, % at 12.6 µM; actives 0.086% (n = 350,000); AID 743247, 2014;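 active means mean inhibition across replicates of 30% or more, regardless of how many single replicates reach that level; inconclusive means mean under 30% yet at least half of replicates reach 30%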;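 further: positive control wells lacked labelled fibronectin entirely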
#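 material = AH1F fibroblast monolayer depositing Alexa488-labelled fibronectin into matrix | amount = 10000 AH1F cells/well | buffer or medium = DMEM plus 2% serum, read in PBS | incubation = 1 h cell adhesion before compound, then overnight fibronectin incubation | detection = fluorescence at 485 nm excitation, 525 nm emission | evaluation = percent inhibition as loss of matrix-bound fibronectin fluorescence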
# esBAF inh = Bmi1 luciferase reporter increase in mESCs, primary screen, esBAF inhibitor project, mouse ES cells, Bmi1 luciferase knock-in, single point. 24 h; 100% = twice the neutral-well signal. AID 602393, 2012. actives 2% (n = 350,000). reporter increase, % at 12.5 µM; in the data active means activation above about 40%; inconclusive means no clear call, values can overlap the other calls;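 further: 0% = median of the plate's neutral control wells and 100% = double that signal; a rise in the Bmi1 reporter signal indicates esBAF inhibition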
# RAD54 inh = inhibitors of human RAD54 branch migration, primary screen, biochemical, fluorescence, single point | DNA repair and recombination protein RAD54-like (Homo sapiens), Q92698 | RAD54 Holliday junction branch migration, FAM/BHQ fluorescence | inhibition, % at 10.4 µM | actives 0.14% (n = 360,000);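 active means mean normalized replicate activity at least 40 and at least half of replicates scoring 40 or more; inconclusive means only one of the two criteria met; inactive means mean below 40 and under half of replicates reaching 40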;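 further: 0% = median of neutral control wells and 100% = median of positive control wells; inhibitors cause a drop in the FAM fluorescence signal; in these data hits start at about 50%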
# RAD52 anneal inh = RAD52 DNA annealing inhibitors, primary screen, biochemical, FRET, single point, set 2; DNA repair protein RAD52 homolog (Homo sapiens), P43351; recombinant RAD52 DNA annealing, FRET fluorescence; inhibition, % at 18.7 µM; actives 0.46% (n = 360,000);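 active means every replicate showing at least 50% inhibition; inconclusive means mean inhibition at least 50% but not in every replicate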
# S100A4 MyoIIA = inhibitors of S100A4-myosin IIA peptide binding, primary screen, biochemical, fluorescence polarization, TAMRA-MyoIIA peptide | Protein S100-A4 (Homo sapiens), P26447 | inhibition, % at 10.7 µM | actives 0.14% (n = 360,000);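 active means mean inhibition of at least 70% across replicates, with every replicate also reaching that level; inconclusive means mean inhibition reaches 70% but some replicates fall short; inactive means mean inhibition below 70%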
# Target sequence (P26447 whole entry, looked up): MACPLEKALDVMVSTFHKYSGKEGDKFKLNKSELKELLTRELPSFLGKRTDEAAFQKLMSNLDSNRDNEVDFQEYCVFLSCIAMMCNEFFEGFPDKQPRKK
#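 Material: S100A4 monomer (human). Medium: Calcium-containing HEPES buffer, pH 7.2. Probe or stimulus: labelled myosin peptide probe, 5 nM. Compound dosing: one concentration per compound. Timing: polarization read 5 min after assay mix addition, stable 5–60 min. Benchmarks: DMSO as neutral control, TFP as positive control.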
# Starred values were filed as active, the others as inactive; ? = inconclusive; nt = no result given; & = joins results of further samples.
molecule	EWS-Fli block	E-sel inducer	XiGFP reactiv	FN deposition inh	esBAF inh	RAD54 inh	RAD52 anneal inh	S100A4 MyoIIA
CCOc1ccccc1NC(=O)C(C)CC (configuration not stated)	0	nt	0.0	1	nt	nt	-8	-1
CCCC#Cc1ccc([C@@H]2[C@@H](CO)N3CCCCN(S(=O)(=O)CC)C[C@H]23)cc1	nt	0.6	0.3	nt	nt	8	-9	-12
Cc1nnc(SCC(=O)NNC(=O)CC#N)[nH]c1=O	5	1.3	0.2	4	nt	nt	-8	4
CC1CC(C)CN(CC(=O)c2c[nH]c3ccccc23)C1 (configuration not stated)	10	0.0	0.3	1	-23	-13	-7	-18
COc1cccc(C(=O)COc2ccc3ccc(=O)oc3c2)c1	-13	nt	0.5	0	-4	-1	-22	-14
CCCSCCCNC(=O)Cn1c(=O)c2cccn2c2ccccc21	12	0.4	0.1	1	2	-5	-2	-1
CC(=O)Oc1cccc2c1C(=O)C1CC=CC(OC(C)=O)C1C2=O (configuration not stated)	-5	nt	-0.2	5	-4	nt	-32	4
CC(C)CC#Cc1ccc([C@H]2[C@@H](CO)N3C(=O)CN(C(=O)c4cccc(F)c4)C[C@H]23)cc1	7	0.6	0.0	-10	nt	nt	15	2
Cc1nn(CC2CC2)c(=O)n1-c1ccc(Oc2ccccc2)cc1	-15	1.6	0.0	-6	nt	nt	-8	-10
COc1ccc(C(CC(=O)O)N2Cc3ccccc3C2=O)cc1 (configuration not stated)	7	nt	0.2	-8	0	-3	-13	-6
C[C@@H]1CN([C@H](C)CO)C(=O)Cc2cc(NC(=O)c3ccncc3)ccc2O[C@H]1CN(C)CC1CCCCC1	0	0.2	0.0	nt	-5	-2	-2	13
Cc1cccc(NC(=O)CSCC(=O)NCc2ccco2)c1	-1	0.3	0.4	nt	8	-3	-14	-3
CC(C)NC(=O)N[C@H]1C=C[C@H](CC(=O)N2CCCCC2)O[C@@H]1CO	-2	-0.6	-0.6	5	-1	5	-3	1
COc1ccc(Cl)cc1Cn1c(C)c(C(=O)NCc2ccc3c(c2)OCCO3)sc1=O	3	nt	0.0	4	-4	-6	-23	-2
COc1ccc(S(=O)(=O)N(C)C[C@H]2Oc3ccc(NC(=O)Cn4cnnn4)cc3C(=O)N([C@@H](C)CO)C[C@H]2C)cc1	4	-1.7	-0.9	-10	2	-1	-18	12
COc1cccc(OC)c1C(=O)Nc1nc(-c2ccccc2)cs1	-4	nt	0.1	2	-2	-3	-12	-3
O=C(O)c1ccc(NC(=S)NC(=O)C(c2ccccc2)c2ccccc2)cc1	nt	-0.4	0.0	nt	nt	-6	2	0
O=C(Cc1ccc(Cl)cc1)N/N=C/c1cccc(O)c1	2	nt	-0.1	1	-10	-1	-10	5
C[C@@H]1CN([C@@H](C)CO)C(=O)Cc2cc(NC(=O)C3CC3)ccc2O[C@@H]1CN(C)C(=O)Nc1ccc(C(F)(F)F)cc1	1	-0.3	0.0	nt	-2	-6	5	4
CCN1C(=O)[C@@H]2[C@@H](c3ccc(-c4ccccc4)cc3)N3CCC[C@@]3(C(=O)OC)[C@@H]2C1=O	-6	1.5	0.6	1	-2	-1	-237	-5
O=C(CN1CCN(c2ccc(F)cc2)CC1)c1cccs1	5	-3.1	0.6	4	nt	nt	-26	1
Nc1[nH]c(=O)[nH]c(=O)c1N=Nc1cccc(Cl)c1	3	nt	0.1	-7	nt	nt	0	-3
O=C(C[C@@H]1CC[C@H](NS(=O)(=O)c2ccc(F)cc2)[C@H](CO)O1)N1CCC(Cc2ccccc2)CC1	9	0.3	-0.3	nt	-3	-6	8	-7
Nc1[nH]c(C(=O)c2ccccc2)c(-c2ccc(Cl)c(F)c2)c1C(=O)c1c[nH]c2ccccc12	4	0.0	0.2	0	nt	nt	-8	42
Cc1c(O[C@@H]2O[C@H](CO)[C@@H](O)[C@H](O)[C@H]2O)ccc2c1oc(=O)c1ccccc12	-10	nt	0.0	-2	15	25	1	5
O=C(O)c1ccc(CS(=O)(=O)Cc2ccccc2F)o1	-3	nt	0.0	3	nt	nt	-9	-4
CN(C)S(=O)(=O)c1cccc(NC(=O)CO/N=C(\N)c2ccccc2)c1	3	-2.5	0.1	-11	0	0	-2	9
CCN(CC)S(=O)(=O)c1ccc2oc(SCC(=O)Nc3cc(C)on3)nc2c1	13	-0.1	0.1	2	6	0	-6	-23
COc1ccc(CN(C)C[C@H]2OCCCC[C@H](C)Oc3ccc(NS(=O)(=O)c4cn(C)cn4)cc3C(=O)N([C@H](C)CO)C[C@H]2C)cc1	-14	0.5	-0.2	nt	1	4	11	20
CCOc1ccc(NC2OC(CO)C(O)C(O)C2O)c([N+](=O)[O-])c1 (configuration not stated)	-5	nt	0.0	5	nt	nt	-9	1

# Reprinted at random: 2 records from the list.
molecule	EWS-Fli block	E-sel inducer	XiGFP reactiv	FN deposition inh	esBAF inh	RAD54 inh	RAD52 anneal inh	S100A4 MyoIIA
CC(=O)Oc1cccc2c1C(=O)C1CC=CC(OC(C)=O)C1C2=O (configuration not stated)	-5	nt	-0.2	5	-4	nt	-32	4
CC1CC(C)CN(CC(=O)c2c[nH]c3ccccc23)C1 (configuration not stated)	10	0.0	0.3	1	-23	-13	-7	-18

# Further structures
molecule	EWS-Fli block	E-sel inducer	XiGFP reactiv	FN deposition inh	esBAF inh	RAD54 inh	RAD52 anneal inh	S100A4 MyoIIA
COc1ccc(-n2ccnc2SCC(=O)Nc2cc(C)on2)cc1	-8	nt	0.4	5	-2	1	-22	2
O=C(C[C@@H]1C[C@H]2c3cc(NC(=O)CC4CC4)ccc3O[C@H]2[C@@H](CO)O1)NCc1ccc(Cl)cc1	3	0.0	0.2	-21	2	?	6	-3
CN(C)CCCNC(=O)CC1C[C@H](C(=O)N2CCOCC2)[C@@]2(CCC3CCCC3)c3[nH]c4ccccc4c3CCN2C1=O (some centres not stated)	8	0.2	0.0	nt	-1	-3	1	-3
CSCCC(NC(=O)c1cc(C(C)(C)C)oc1C)C(=O)O (configuration not stated)	-3	nt	nt	nt	-6	-1	3	0
O=C(NC1CCCCCC1)C1CCN(S(=O)(=O)c2cnc[nH]2)CC1	-10	nt	-0.1	15	nt	nt	-3	-3
COc1ccc(C(=O)N2CCOC2CNC(=O)C(=O)NCc2ccc(F)cc2)cc1 (configuration not stated)	0	nt	0.0	4	0	-19	-17	-7
Cc1cc(=O)oc2ccc(OC(C)C(=O)O)cc12 (configuration not stated)	-1	-1.9	0.1	7	nt	-2	-12	-7
Cc1nonc1NC(=O)CSc1ccccn1	2	0.4	0.5	-12	-3	5	-3	2
C[C@@H]1CN([C@@H](C)CO)C(=O)Cc2cc(NC(=O)Nc3ccccc3)ccc2O[C@@H]1CN(C)C(=O)Nc1ccc2c(c1)OCO2	-8	0.1	0.1	nt	2	-9	1	-3
CC(NC(=O)c1cc(-c2ccccn2)nc2ccc(Cl)cc12)C1CCCO1 (configuration not stated)	nt	1.3	0.0	nt	0	2	-27	3
CC(C)NC(=O)N(C)C[C@H]1Oc2ccc(NC(=O)CCN3CCOCC3)cc2C(=O)N([C@H](C)CO)C[C@@H]1C	-4&-4	43*	-0.1&0.4	39*	1&-3	-1&-14	-13&-9	4&2
Cc1oc(-c2ccc(Cl)cc2)nc1CS(=O)CC(=O)NCCCN1CC(C)CC(C)C1 (configuration not stated)	nt	0.0	0.4	8	2	8	-7	-4
Cc1ccc2c(N)c(C#N)sc2n1	nt	0.7	nt	0	5	1	nt	nt
Cc1ccc(S(=O)(=O)N(C)C[C@@H]2Oc3c(NS(=O)(=O)c4cn(C)cn4)cccc3C(=O)N([C@H](C)CO)C[C@@H]2C)cc1	-14	0.2	-0.1	nt	nt	nt	-3	-27
CCCC(=O)N1CC2(C1)CN(S(=O)(=O)c1ccc(C)cc1)[C@@H](CO)c1[nH]c3cc(OC)ccc3c12	36	0.3	0.1	-11	nt	nt	0	-15
Cc1cc(C(=O)CN2C(=O)NC(CC(C)C)C2=O)c(C)n1-c1ccccc1F (configuration not stated)	-11	0.9	0.5	-3	nt	13	-6	9
O=C1C2C3c4ccccc4C(c4ccccc43)C2C(=O)N1c1cccnc1 (configuration not stated)	-3	-2.2	-0.1	-5	nt	nt	1	4
COc1cc(CNC(=O)CCn2nc(C)c3c(C)n(-c4ccccc4)nc3c2=O)cc(OC)c1OC	nt	-0.1	-0.1	-2	1	3	-2	3
CS(=O)(=O)c1ccc(C(=O)OCC(=O)NCc2cccs2)cc1[N+](=O)[O-]	8	2.0	0.0	6	12	-2	-15	-7
Cn1nc(-c2ccccc2)c(C#N)c1Sc1cccc(Cl)c1	5	nt	nt	nt	-5	-2	-7	3
COc1cc(/C=C(\C(=O)O)c2ccc(S(=O)(=O)N3CCCC3)s2)cc(OC)c1	-2	-0.1	0.1	-13	-1	-1	-18	2
O=C(COC(=O)/C=C/c1ccco1)Nc1ccc(F)cc1Cl	5	nt	0.0	7	nt	nt	-28	3
C=C(C)c1cccc(C(C)(C)NC(=O)N2CCN(c3ccc(OC)cc3)CC2)c1	-20	-0.4	1.2	0	nt	nt	8	2
Cc1ccc(C)c(S(=O)(=O)N2CCCC2CNC(=O)C(=O)NCc2ccco2)c1 (configuration not stated)	3	0.1	0.1	0	-6	1	-6	-6
O=C(CNC(=O)c1cccc([N+](=O)[O-])c1)OCCCC(=O)c1ccc(F)cc1	-2	nt	-0.1	4	0	0	-7	-2
COc1cccc(CN2c3ccc(Br)cc3C(=O)CS2(=O)=O)c1	-11	-0.1	0.0	1	-4	-8	-20	-37
COCCCN1C(=O)CC(C(=O)OC)=C1C	-9	0.0	0.0	11	-9	1	-2	1
COc1ccc(C)cc1N(CC(=O)N/N=C/c1ccc2c(c1)OCO2)S(C)(=O)=O	4	nt	0.0	0	nt	nt	7	-7
O=[N+]([O-])c1ccccc1CCc1cnc(Cl)s1	-13	0.2	0.0	-1	3	1	-8	-3
COc1ccc2sc(N(CCCN(C)C)C(=O)c3ccc(S(=O)(=O)N4CCCc5ccccc54)cc3)nc2c1	3	nt	1.9	nt	-87	2	77*	6
